# Screening data deposited in PubChem by Small Molecule Screening Facility, UW Madison.
# SSB-PriA inh: K. pneumoniae PriA-SSBct interaction inhibition. 430,000 tested, 0.6% active. AlphaScreen SSBct-PriA binding, biotinylated peptide. inhibition, % at 33 µM. AID 1272365; in the data active = inhibition mostly above about 37%, no sharp cut-off; inactive = mostly below about 20%;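 also: plate controls were negative control peptide for no effect and reference peptide for full effect; strong numbers were not always called active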
# An asterisk follows results filed as active; & = joins results of further samples. This is a subset (hit frequency here may not be typical).
SMILES,SSB-PriA inh
O=C(Nc1ccc2c(c1)C(=O)NCCO2)c1cccc(Br)c1,-11.0&0.0
O=C(NC1CCN(c2cc(C(F)(F)F)ncn2)CC1)c1ccc2c(c1)OCO2,-6.0
Cc1ccc(-c2ccc(=O)n(Cc3nc(-c4cccc(C(F)(F)F)c4)no3)n2)cc1C,6.0
COc1ccc(CNC(=S)NN=Cc2ccc(OC)c(OC)c2)cc1,-15.2
CCOc1cccc2sc(N(Cc3cccnc3)C(=O)CCS(=O)(=O)c3ccc(OC)cc3)nc12,-14.0
COc1ccc(C(C)=NNC(=O)c2cccc(S(=O)(=O)N3CCCC3)c2)c(O)c1,0.9
COC(CNC(=O)c1ccno1)c1cccc(F)c1 (configuration not stated),-22.0
O=C(C[n+]1ccc(C(=O)NN=Cc2ccc(Br)cc2)cc1)c1ccccc1,2.4
Cc1noc(C)c1S(=O)(=O)NCCn1ccc(C(F)(F)F)n1,-1.0
C[C@@H](CNC(=O)c1n[nH]nc1-c1ccc(F)cc1)c1ccccc1,-12.0
O=C(Cn1nc(-c2cccs2)c2sc(N3CCOCC3)nc2c1=O)c1ccc2ccccc2c1,-3.0
Nc1ncc(CCCO)cn1,-8.0
COc1ccc(-c2nc(N3CCCCC3)c3ccccc3n2)cc1,-41.0&-14.0
Cn1nnc2c(NN3CCOCC3)ncnc21,-13.0
CC(O)(CNC(=O)C1CCOC1)c1cc2ccccc2s1 (configuration not stated),7.0
COc1ccc(S(=O)(=O)NCCn2nc(C)cc2C)cc1F,-4.0
COc1ccc(SCC(=O)Nc2nc(-c3ccccc3)c(C(=O)c3ccccc3)s2)cc1,14.0
CN1C(=O)Cc2cc(NC(=O)NC3CCCCC3)ccc21,-15.0
CCOC(=O)N1CCN(C(=O)Cn2cnc3c(nnn3-c3ccc(C)c(Cl)c3)c2=O)CC1,-10.0
CCN(CC)c1ccc(C=NOC(C)C(=O)Nc2ccc(C)cc2)cc1 (configuration not stated),-1.9
N#Cc1nc(-c2ccc(S(=O)(=O)N3CCCC3)cc2)oc1N1CCN(c2cccc(Cl)c2)CC1,-11.0
Cc1cc(C)cc(-n2c(SCc3ccccc3F)nc3c([nH]c4ccccc43)c2=O)c1,2.0
O=C1CCSC[C@@H](C(=O)NCc2ccc(OCc3ccccc3)cc2)N1,-5.0
NC1C2CC3CC(C2)CC1C3 (configuration not stated),-3.0
O=C(c1cnccn1)N1CC(N2C(=O)C3CC=CCC3C2=O)C1 (configuration not stated),-12.0
Cc1nnc2nn[nH]n2c1=O,1.0
CCCCc1ccc(NC(=O)Cn2cnc3c(-c4ccccc4)csc3c2=O)cc1,-10.0
O=C(NCC1CCN(C(=O)c2ccncc2)CC1)Nc1ccccc1Cl,-15.0
O=C(C1c2ccccc2Oc2ccccc21)N1CCC(Oc2cccnn2)CC1,-4.0
O=C(Cn1nc2c(c1NC(=O)Cc1cccs1)CSC2)NCCc1ccccc1,-8.0
Cc1ccc2cccc(C(=O)NC3CCN(c4nccs4)C3)c2n1 (configuration not stated),10.0
O=C(CN1CCCCCC1)NN=Cc1cccs1,1.8
CCc1c(C)nc(SCC(=O)c2ccc(Cl)cc2)[nH]c1=O,-4.0
COc1ccc(Cl)cc1NC(=O)C(=O)NCC(c1cccs1)N(C)C (configuration not stated),-5.0
COc1ccc2nc(-c3cccc(NC(=O)C(C)Oc4ccc5c(c4)OCO5)c3)cn2n1 (configuration not stated),-6.0&24.0
COc1ccccc1NC(=O)C(=O)NCC1CCN(C(C)C)CC1,-4.0
COCCN1CCCc2ccc(NS(=O)(=O)c3ccccc3Cl)cc21,21.0
Cc1ccnc(OCC(=O)N2CCCC2)n1,-9.0
O=C(COc1ccc(Cl)cc1Cl)NCCn1ncc2c(=O)n(Cc3cccc(Cl)c3)cnc21,-15.0
O=C(C1CC1)N1CCC(CSCc2ccco2)CC1,-1.0

# The list goes on, starting with the last 2 of the part before.
SMILES,SSB-PriA inh
O=C(COc1ccc(Cl)cc1Cl)NCCn1ncc2c(=O)n(Cc3cccc(Cl)c3)cnc21,-15.0
O=C(C1CC1)N1CCC(CSCc2ccco2)CC1,-1.0
C(=NNc1nc2ccccc2[nH]1)c1ccc2c(c1)OCO2,4.5
O=C(O)c1cc(NN=Cc2cccc3ccccc23)ccc1Cl,-16.6
COc1cccc(NC(=O)NCCn2nc(-c3ccsc3)cc2C2CC2)c1OC,-13.0
Cc1ccc(-c2csc(-c3nnn(-c4ccccc4)c3C)n2)cc1,-10.0
Cc1ccc(NC(=O)Nc2c3ccccc3nc(=O)n2CC2CCCO2)cc1 (configuration not stated),2.0
Cc1ccc2nc(-c3ccc(NC(=O)c4cccc(C(F)(F)F)c4)cc3)sc2c1,-9.0
Cc1nc(C)c(C(=O)Nc2ccccc2C(N)=O)o1,-27.0
O=C(NCc1ccccc1Cl)C(=O)NCC(c1ccc(F)cc1)N1CCOCC1 (configuration not stated),0.0
Cc1cc2ncc(NC(=O)Nc3ccc(Cl)c(Cl)c3)cn2n1,-16.0
COc1cc(C(=O)Nc2ccccc2O)cc(OC)c1OC,0.0
O=c1ccc(=O)[nH][nH]1,6.0
CCc1nnc(NC(=O)CSc2nnc(NC(=O)c3cccc([N+](=O)[O-])c3C)s2)s1,-14.0
COc1nccnc1O[C@H]1CCN(C(=O)C2CCN(S(C)(=O)=O)CC2)C1,1.0
CSCCC(NC(=O)c1ccccc1)C(=O)NN=C(C)c1ccccc1 (configuration not stated),4.9
CC(C)c1ccc(NC(=O)CCc2nc3sc4c(c3c(=O)[nH]2)CCCCC4)cc1,-1.0
COc1ccc(S(=O)(=O)C2CN(C(=O)CCc3c(OC)ccc4ccccc34)C2)cc1,4.0
Cc1ccc(-n2nnnc2CNC(=O)NC(C)(C)C)cc1C,-16.0
Cc1cccc(NC(=O)C(=O)NC[C@H](O)c2cn(C)c3ccccc23)c1C,-12.0
Cc1ccc(N2CN=c3sc(=Cc4cccnc4)c(=O)n3C2)cc1,19.1
CSc1ccc2nc(N3CCN(C(=O)COc4ccc(F)cc4)CC3)sc2c1,-1.0
CN1C(=O)C(C)(C)COc2ccc(NC(=O)c3c(F)cccc3F)cc21,6.0
Cc1ccc(N2C[C@@H](C(=O)N3CC(c4nc(-c5cnccn5)no4)C3)CC2=O)cc1C,-9.0
Cc1ccc(-n2ccnc2N2CCN(C(=O)c3c(F)cccc3Cl)CC2)cc1,62.0*
Cc1nnc(C2CCCN(C(=O)c3ccccc3)C2)s1 (configuration not stated),2.0
Cc1ccc(-n2ncc3c(=O)n(Cc4c(F)cccc4Cl)cnc32)cc1,-9.0
CC(=NNC(=O)c1cccc(S(=O)(=O)N2CCOCC2)c1)c1cc2ccccc2o1,-19.1
CCn1cc2nc(SCc3cccc(C(F)(F)F)c3)n(Cc3ccc(C)cc3)c(=O)c2n1,-20.0
CCOc1ccc(-c2cn3c(CC(=O)NCc4ccccc4OC)csc3n2)cc1,14.0
O=S(=O)(c1ccc(Br)cc1)n1cccn1,-15.0
FC(F)Oc1ccc(C=Nc2c(-c3ccc(OC(F)F)cc3)nc3n2CCS3)cc1,24.7
COc1ccc(Cl)cc1C(=O)CN1C(=O)COc2ccccc2C1=O,-12.0
CCCC(=O)N(c1ccc2oc(C)cc2c1)S(=O)(=O)c1cc(C)c(C)cc1C,-5.0
CCOc1cccc2sc(NC(=O)Cc3ccc(OC)c(C)c3)nc12,-12.0
CS(=O)(=O)N1CCC(C(=O)NCc2ccc(C(=O)c3ccco3)s2)CC1,-8.0
Cc1ccc(C=NN2CCN(c3ccccn3)CC2)cc1,-7.3
CCOC(=O)c1c(NC(=O)C(C)Sc2ncnc3c2oc2ccccc23)sc2c1CCCC2 (configuration not stated),-7.0
Cc1cc(F)ccc1NC(=O)CN1CCC(c2nc(-c3ccccc3Cl)no2)CC1,-5.0
COCCNC(=O)c1ccc2c(=O)n(-c3cccc(F)c3)c(SCc3ccccc3C)nc2c1,3.0
O=C(CCN1CCCC1)Nc1ccc2c(c1)OCO2,-8.0&-12.0
CS(=O)(=O)c1ccc(NC(=O)CCCn2c(=O)[nH]c3ccsc3c2=O)cc1,-7.0
O=C(c1ccncc1)N1CCC(N2CCC[C@@H]2COCc2ccccc2)CC1,-1.0
Cc1nn(CC(O)COc2ccc3cc(Br)ccc3c2)c(C)c1Cl (configuration not stated),-24.0&10.0
O=C(O)COc1ccc(C=NNC(=O)C2CCCN2S(=O)(=O)c2ccc(Cl)cc2)cc1 (configuration not stated),-10.8
Cc1cc(CCNC(=O)[C@@H]2CC=CCC2)on1,-5.0
CS(=O)(=O)N1CCc2cc(S(=O)(=O)NC3CCCC3)ccc21,-21.0
COc1cc(/C=C2\SC(=N)NC2=O)ccc1O,1.1
COC(=O)c1ccc(C(=O)Nc2nc3c(C)c(Cl)ccc3s2)cc1,-5.0
CSc1nnc2[nH]c(=O)cc(N)n12,-14.0
O=C(Cc1ccc(F)cc1)N1CCC(Cn2ccnc2-c2ccccc2)CC1,-7.0
O=C(Nc1ccc(-c2cnc3n2CCC3)cc1)c1ccc(Cl)s1,4.0
CCOc1ccc(Nc2oc(-c3ccco3)nc2S(=O)(=O)c2ccc(Cl)cc2)cc1,22.0
O=C(Cc1ccc(C(F)(F)F)cc1)Nc1ccn2nccc2c1,-18.0
Cn1nc(CN(C(=O)Cc2cccs2)C2CCCC2)cc1C1CC1,6.0
CCCCOc1ccc(C(=O)Nc2cccc(N3CCCCC3=O)c2)cc1,-6.0
O=C(Cc1cc(=O)[nH]c(SCc2ccccc2)n1)NCCC1=CCCCC1,-27.0
O=C(NCCNc1cc(-n2cccn2)ncn1)c1ccco1,13.0
Cc1nnc2ccc(OCCNS(=O)(=O)c3cc(F)ccc3F)nn12,-1.0
CS(=O)(=O)Oc1ccc(C=NNC(=O)c2ccncc2)cc1,-11.7
O=C(c1ccco1)c1ccc(CNC(=O)C2(c3ccc(Cl)cc3)CCCC2)s1,-15.0
O=C(NN=Cc1ccc(OC(=O)c2cccc(Br)c2)cc1)c1cccnc1,-5.2
# Other structures follow.
SMILES,SSB-PriA inh
CCC1CCCCN1S(=O)(=O)c1ccc(C(=O)Nc2nc(-c3cc4cccc(OC)c4o3)cs2)cc1 (configuration not stated),-11.0
N#CCCNN=C(Cc1nc2ccccc2[nH]1)c1ccccc1,5.5
CN(C)c1cncc(OC2CCN(C(=O)c3ncccn3)C2)n1 (configuration not stated),-2.0
COc1cc(C=NNC(=O)c2cc(-c3ccccc3Cl)nc3ccccc23)cc(OC)c1O,-3.3
O=C(NCc1cncc(-c2cccs2)c1)c1c(F)cccc1F,-7.0
O=C(Oc1ccccc1)N1CCC(CNC(=O)C2(c3ccc(Cl)cc3)CCCC2)CC1,-15.0
CCn1c(SCC(=O)Nc2ccc(S(N)(=O)=O)cc2)nc2sc3c(c2c1=O)CCC(C)C3 (configuration not stated),-6.0
CSc1cccc(C(=O)Nc2nc(-c3cccs3)cs2)c1,-5.0
CSc1ccc(C(O)CNC(=O)c2cccc(N(C)C)c2)cc1 (configuration not stated),10.0
COc1ccc(NC(=O)CCSc2nc3sc4c(c3c(=O)n2-c2ccccc2)CCCC4)cc1,6.0
O=C(Nc1ccc(Cc2ccc(NC(=O)c3cccs3)cc2)cc1)c1cccs1,-5.0
O=C(Nc1nnc(-c2ccccn2)o1)c1cc([N+](=O)[O-])cc([N+](=O)[O-])c1,10.0
O=C(CSc1nc(CC(=O)NC2CC2)cc(=O)[nH]1)Nc1ccc2c(c1)OCCO2,6.0
COc1ccccc1N1CCN(C(c2cccs2)C(C)NC(=O)c2cccc(C)c2)CC1 (configuration not stated),-2.0
C[C@@H]1[C@H]2[C@H](O[C@@H]3O[C@H](CO)[C@@H](O)[C@H](O)[C@H]3O)OC=C(C(=O)O)[C@H]2C[C@@H]1O,0.3
Cc1ncn(CC(=O)NCCn2nc(-c3cccs3)n(C3CC3)c2=O)c(=O)c1C,-18.0
COc1cc(-n2c(=O)c3ccccc3n(CC(=O)NCc3ccccc3Cl)c2=O)cc(OC)c1OC,-4.0
O=C(Cc1cccs1)NCC[C@H](O)c1ccccc1,-7.0
CCC1SC(CC)C(=O)N(CC(=O)Nc2cc(Cl)ccc2OC)C1=O (configuration not stated),-8.0
O=C(CSc1nc2ccccc2[nH]1)Nc1ccc(Br)cc1,1.0

# Part of the list above, as tab-separated lines:
Structure	SSB-PriA inh
O=C(Nc1ccc(Cc2ccc(NC(=O)c3cccs3)cc2)cc1)c1cccs1	-5.0
COc1nccnc1O[C@H]1CCN(C(=O)C2CCN(S(C)(=O)=O)CC2)C1	1.0
Cc1ccc(-n2ncc3c(=O)n(Cc4c(F)cccc4Cl)cnc32)cc1	-9.0
COC(=O)c1ccc(C(=O)Nc2nc3c(C)c(Cl)ccc3s2)cc1	-5.0

# Random excerpt: four entries already listed
SMILES,SSB-PriA inh
CCCCc1ccc(NC(=O)Cn2cnc3c(-c4ccccc4)csc3c2=O)cc1,-10.0
O=C(c1ccncc1)N1CCC(N2CCC[C@@H]2COCc2ccccc2)CC1,-1.0
O=C(COc1ccc(Cl)cc1Cl)NCCn1ncc2c(=O)n(Cc3cccc(Cl)c3)cnc21,-15.0
Cc1nn(CC(O)COc2ccc3cc(Br)ccc3c2)c(C)c1Cl (configuration not stated),-24.0&10.0

# Next part.
SMILES,SSB-PriA inh
O=C(C1=NN(Cc2ccccc2F)c2ccccc2S1(=O)=O)N1CCCC1,-17.0
COC(=O)c1ccc(C=NNC(=O)c2cccc(F)c2)cc1,-6.9
O=C(CSc1nnc(-c2ccc(Cl)cc2)n1-c1ccccc1)NN=Cc1ccccc1C(=O)O,0.7
O=C(Cc1cccs1)Nc1onc2c1CCCC2,-16.0
Cc1ccc2nc(C)c(NC(=O)c3cccnc3Cl)c(=O)n2c1,-16.0
N#CCCN(CCC#N)S(=O)(=O)c1ccc(C(=O)Nc2ccc(Br)cc2)cc1,-43.0
O=C(CSc1nnc(NC(=O)C23CC4CC(CC(C4)C2)C3)s1)Nc1nccs1,1.0
Cc1nc(C)n(CCC(=O)Nc2ccc(Br)cc2)n1,-12.0&3.0
O=C(O)/C=C\C(=O)Nc1ccccc1C(=O)O,7.0
CCn1nccc1C(=O)N(CCN1CCOCC1)c1nc2c(Cl)cccc2s1,5.0
O=C(C[C@H]1CCCCN1S(=O)(=O)c1ccc(Cl)cc1)Nc1ccc2c(c1)OCO2,-18.0
